Screening data from PubChem BioAssay.
dFosB act – mouse delta FosB homodimer activation | purified delta FosB, TAMRA-CDK5 oligo fluorescence polarization; percent of positive-control signal above neutral wells | 0.99% of 340,000 active | activation, % at 25 µM | AID 493131;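 active means mean activation above about 17%, with every replicate also reaching it, limit read from the data, passing the limit was not always enough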;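 further: fluorescence polarization rise as delta FosB binds a TAMRA Cdk5 AP-1 oligo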
Target sequence (P13346 whole entry, looked up): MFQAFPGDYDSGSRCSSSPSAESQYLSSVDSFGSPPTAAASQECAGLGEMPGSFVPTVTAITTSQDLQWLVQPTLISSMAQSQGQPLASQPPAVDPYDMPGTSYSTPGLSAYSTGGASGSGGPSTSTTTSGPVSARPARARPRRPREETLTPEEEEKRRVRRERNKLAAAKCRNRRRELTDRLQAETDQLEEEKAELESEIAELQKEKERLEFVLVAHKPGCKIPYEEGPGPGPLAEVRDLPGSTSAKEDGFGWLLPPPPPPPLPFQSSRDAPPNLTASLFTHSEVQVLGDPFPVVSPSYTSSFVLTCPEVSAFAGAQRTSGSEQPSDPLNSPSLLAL
PvdQ acylase – blocks Pseudomonas aeruginosa PvdQ acylase activity; purified PvdQ acylase, fluorescence plate reader; inhibition, % at 10 µM; 0.063% of 340,000 active; in the data active means inhibition above about 30%, passing the limit was not always enough;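 further: 0% = vehicle neutral wells and 100% = reference inhibitor wells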
Rtt109 Vps75 – blocks Candida albicans Rtt109/Vps75 acetyltransferase activity; inhibition, % at 34.9 µM; 0.16% of 330,000 active; AID 540336; Q5AAJ8; purified Rtt109/Vps75, ThioGlo CoA-SH fluorescence, 4 h;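 active means inhibition of at least 50% in every replicate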
Target sequence (Q5AAJ8 whole entry, looked up): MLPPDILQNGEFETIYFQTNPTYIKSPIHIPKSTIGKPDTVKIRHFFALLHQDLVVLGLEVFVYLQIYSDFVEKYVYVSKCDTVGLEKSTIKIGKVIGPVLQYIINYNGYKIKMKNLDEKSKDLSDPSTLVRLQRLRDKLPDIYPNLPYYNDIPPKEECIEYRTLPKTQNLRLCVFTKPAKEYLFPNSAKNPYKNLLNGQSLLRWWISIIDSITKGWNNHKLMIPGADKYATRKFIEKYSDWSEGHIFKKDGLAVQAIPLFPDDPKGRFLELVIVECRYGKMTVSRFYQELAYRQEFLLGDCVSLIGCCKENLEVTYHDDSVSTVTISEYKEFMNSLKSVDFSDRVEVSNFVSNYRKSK
SR-BI HDL uptake – inhibitors of mouse SR-BI mediated HDL lipid uptake | Q61009 | ldlA[mSR-BI] CHO cells, DiI-HDL uptake fluorescence, 3 h | inhibition, % at 12.5 µM | 0.96% of 320,000 active | AID 488896;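 active means mean replicate inhibition of at least 70% and a set share of replicates each scoring 70 or more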;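 further: 0% = median of neutral control wells and 100% = median of positive control wells; values of inactives mirror those of a sister screen read the other way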
SR-BI DiI-HDL act – activators of SR-BI mediated HDL lipid uptake; CHO ldlA[mSR-BI] cells, DiI-HDL uptake fluorescence, 3 h; 100 = double the neutral-control signal; activation, % at 12.5 µM; 0.096% of 320,000 active; AID 504775;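 active means mean replicate activation of at least 60% and every replicate at or above 60%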;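 further: 0% = median plate neutral-control signal and 100% = twice that signal; values of inactives mirror those of a sister screen read the other way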
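Test system: SR-BI-overexpressing, LDLR-lacking CHO cells. Measured by: DiI fluorescence, bottom read. Medium: Ham's F12 with 0.5% BSA, HEPES 25 mM, pH 7.4. Timing: 3 h uptake period with compound, 37 °C.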
HTR5A ag ctr – activates human HTR5A in OPRM1-OPRD1 agonist counter-screen; activation, % at 9.3 µM; AID 504692; 0.61% of 340,000 active; P47898; HTR5A agonist assay, luminescence, cell-based; in the data active means activation mostly above about 9.5%, no sharp cut-off; inactive means mostly below about 7.6%;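 further: 0% = cells with vehicle only and 100% = reference agonist; strong numbers were not always called active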
Target sequence (P47898 whole entry, looked up): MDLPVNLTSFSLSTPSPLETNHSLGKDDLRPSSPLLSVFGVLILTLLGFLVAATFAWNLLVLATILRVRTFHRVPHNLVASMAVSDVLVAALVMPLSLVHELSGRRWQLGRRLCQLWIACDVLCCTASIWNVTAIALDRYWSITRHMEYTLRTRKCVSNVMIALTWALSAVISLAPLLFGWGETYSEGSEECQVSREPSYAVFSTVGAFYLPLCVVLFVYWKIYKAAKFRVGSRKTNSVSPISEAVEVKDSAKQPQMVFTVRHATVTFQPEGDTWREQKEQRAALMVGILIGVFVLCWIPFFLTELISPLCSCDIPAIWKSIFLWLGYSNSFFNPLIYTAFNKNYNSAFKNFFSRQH
Wnt act – activates Wnt/beta-catenin signaling in a reporter cell assay | activator, plate reader | activation, % at 9.35 µM | 1.2% of 300,000 active; in the data active means activation above about 30%, passing the limit was not always enough;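 further: 0% = neutral control wells and 100% = positive control wells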
CDK5 inh – inhibitors of human CDK5/p35 kinase; inhibition, % at 10 µM; 0.01% of 330,000 active; Recombinant CDK5/p35, ADP-Glo luminescence, 60 min;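 active means highest replicate inhibition of at least 50% and at least 75% of replicates reaching 50%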;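 further: plate controls were DMSO neutral control for no effect and GW8510 at 10 µM for full effect; many of its hits are not listed in these tables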
MITF TRPM1 HTS – activators of MITF-driven TRPM1 promoter activity in SK-MEL-5 cells; 0.75% of 300,000 active; SK-MEL-5 TRPM1-promoter luciferase, 24 h; % of positive control, neutral wells = 0; activation, % at 12.5 µM; AID 588334;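 active means mean activation of at least 80% with every replicate also reaching 80%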;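 further: 0% = neutral control wells and 100% = parthenolide positive control wells; values of inactives mirror those of a sister screen read the other way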
RTF Ca sens act – increases calcium sensitivity of human cardiac regulated thin filaments. P19429+P45379. 0.24% of 340,000 active. activation, % at 7.2 µM. IANBD-labeled TnC RTF fluorescence at EC20 calcium; 0% EC20 calcium, 100% full calcium;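 active means activation above the mean over all tested compounds plus 3 SD, cut at about 30% in these data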;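 further: rise in fluorescence read as greater calcium sensitivity of cardiac thin filaments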
* hit, by the source's call; x = not tested or not shown.

Molecule	dFosB act	PvdQ acylase	Rtt109 Vps75	SR-BI HDL uptake	SR-BI DiI-HDL act	HTR5A ag ctr	Wnt act	CDK5 inh	MITF TRPM1 HTS	RTF Ca sens act
Cc1ccc(NC(=O)Cc2ccc(Cl)cc2)cc1S(=O)(=O)N1CCCCCC1	-16	-6	0	60	-60	3	-8	-1.0	-20	3
CCC(C)[C@H]1COCCS(=O)(=O)N1Cc1ccc(C)cc1 (stereo partly drawn)	0	-3	9	18	-18	5	-1	-0.3	-1	-12
C=C1CC[C@@H]2[C@](C)(CO)[C@H](O)CC[C@@]2(C)[C@@H]1C/C=C1/C(=O)OCC1O (stereo partly drawn)	2	-5	1	-15	15	0	2	0.3	-58	-6
O=C(O)CC(NC(=O)COc1ccccc1)c1cccc([N+](=O)[O-])c1 (stereo not drawn)	1	-2	-3	-16	16	x	1	-0.6	1	x
COCCNC(=O)/C(C#N)=C/c1c(F)cccc1Cl	0	-11	1	-3	3	0	-1	2.2	3	1
COCCN(C(=O)COC(=O)c1ccc(Cl)s1)c1c(N)n(Cc2ccccc2)c(=O)[nH]c1=O	-9	-7	-5	2	-2	-1	-2	-0.3	-12	2
CC(C)C(=O)Nc1sc2c(c1-c1nc3ccccc3[nH]1)CCCC2	-9	-17	30	101*	-101	-1	x	-0.5	-4	1
CCOC(=O)c1[nH]c(C)c(C(=O)N2CCN(c3cccc(Cl)c3)CC2)c1C	-8	-17	16	-11	11	5	-1	0.4	-3	-4
Cc1cc(C)nc(N2CCCC(C(=O)NC3CCCC3)C2)n1 (stereo not drawn)	-6	5	2	-40	40	-1	2	1.3	-2	3
CCOc1ccc2oc(C(=O)N3CCN(c4ccccc4OCC)CC3)c(C)c2c1	-7	-1	-2	-1	1	-1	0	-0.5	-13	-6
COC(=O)/C=C(\C)NC(=O)c1cccs1	-6	3	24	-8	8	-4	-1	-0.4	11	-4
O=[N+]([O-])c1ccc(Cl)c(/C=N/N2CCN(C3c4ccccc4-c4ccccc43)CC2)c1	-3	4	-4	32	-32	-3	-1	0.7	-4	0
O=C(CSc1nnc(-c2ccc(Cl)cc2)n1CC1CCCO1)NC1CCS(=O)(=O)C1 (stereo not drawn)	-2	12	-12	-20	20	0	-1	1.5	2	-2
Clc1ccc(CN2CCN(c3ncccn3)CC2)cc1Cl	-9	-6	-3	-4	4	1	-3	-0.3	x	5
CCOc1ccc(S(=O)(=O)N2CCN(C(=O)c3ccc(-n4cncn4)c([N+](=O)[O-])c3)CC2)cc1	-15	-13	0	9	-9	9	-2	0.4	-17	-2
O=C(Cn1ccc2ccccc2c1=O)NCC(=O)N1CCCCC1	-2	-7	10	5	-5	8	-4	0.5	-6	-2
CC1CCC(CN2CCN=C2N(C)C)CC1 (stereo not drawn)	0	-3	4	-17	17	7	1	1.1	-4	-6
Cn1c(=O)c2c(nc(Cc3ccccc3)n2C)n(C)c1=O	3	9	0	-5	5	5	0	-0.5	3	-6
COc1cc(C(=O)OCc2ccc(C)cc2)cc(NC(=O)c2cccs2)c1OC	-2	5	-39	63	-63	-1	-13	-3.8	10	1
Fc1ccc(-c2cc(-c3cccs3)cc(-c3ccccc3)n2)cc1	-3	-12	5	83*	-83	-2	-2	-0.4	-1	0
O=C(CCNC(=O)Cn1ccc2ccccc2c1=O)NCc1ccc(F)cc1Cl	3	-7	-7	17	-17	2	0	0.9	-6	0
CCOc1cc(NS(C)(=O)=O)c(OCC)cc1NC(=O)c1cccs1	1	-7	5	30	-30	-2	x	0.3	x	-3
COc1cccc(C2C(C(N)=O)=C(C)Nc3nc(CCCO)nn32)c1OC (stereo not drawn)	-6	-9	-2	-14	14	-4	3	-1.6	x	3
CC1CC(C)CN(S(=O)(=O)N2CCCC(C(=O)NCc3ccccc3Cl)C2)C1 (stereo not drawn)	-2	-3	-16	21	-21	6	-2	0.1	-1	-3
O=C(O)c1ccccc1-c1ccccc1C(=O)NNc1ccc([N+](=O)[O-])cc1	-8	-10	2	x	x	5	4	0.5	-2	0
CC(C)OC(=O)CCCN1C(=O)c2ccc(N)cc2C1=O	6	10	-6	-45	45	-2	-1	0.6	12	-4
Cc1nnc(NC(=O)c2ccc(S(=O)(=O)N3CC(C)CC(C)C3)cc2)o1 (stereo not drawn)	-6	-13	4	x	x	0	-1	1.7	-7	-1
COc1cc(NS(=O)(=O)c2csc(C(N)=O)c2)cc(OC)c1	0	0	3	5	-5	1	3	-1.8	-14	0
CCCCC(C(=O)O)C(C)CC(=O)Nc1cccc(C(=O)O)c1 (stereo not drawn)	5	-5	-23	x	x	-1	x	-2.9	3	-4
COc1ccc(NC(=O)c2ccc(S(=O)(=O)N3CCOCC3)cc2)c(OC)c1	-2	-7	1	-23	23	-1	x	1.5	6	3
Cc1cc(Cl)nc2c(C(C)C)cccc12	7	-17	-10	-32	32	-1	-2	-1.5	6	6
CCN(Cc1ccccc1)Cc1ccc(OCc2ccccc2)cc1	3	-5	-4	7	-7	1	-1	-2.2	x	-1
O=C1CCC(C(=O)NCc2ccccc2)N1 (stereo not drawn)	6	-12	-7	13	-13	1	0	-0.7	x	2
Cc1nc2nc(-c3ccccc3)nn2c(C)c1Cl	-11	-5	-15	-15	15	-1	x	1.2	18	-3
Cc1ccc(SC(=O)c2c(C)noc2-c2cc(C)on2)cc1	-4	2	2	-8	8	x	-1	0.1	x	x
CCn1c(SCc2cccc(C(=O)O)c2)nnc1-c1ccc(Cl)cc1	6	-14	1	-12	12	4	9	0.3	8	-1
CCC(=Cc1ccc(CC)cn1)CC	3	-15	-9	-6	6	-3	-1	-0.5	11	5
N#Cc1c(Cl)nc(N/N=C/c2ccccc2)c(Cl)c1Cl	-2	-9	-8	-41	41	-2	11	-0.4	3	-2
COc1ccccc1-c1nc(C#N)c(N2CCN(c3ccccc3)CC2)o1	2	-10	-3	x	x	3	x	-0.2	0	-8
COc1ccc(-c2csc(-c3ccc(C(=O)O)cc3)n2)cc1	-4	7	x	-21	21	7	-5	0.4	62	4
O=C(Nc1nccs1)c1cc(-c2ccccn2)nc2c(Cl)cccc12	39*	-6	-1	-2	2	2	-2	0.7	-5	0
CC(=O)N1CCc2cc(S(=O)(=O)NCCCN3CCN(Cc4ccccc4)CC3)ccc21	-2	-22	-1	-7	7	4	x	-0.7	14	2
NC(=O)c1ccc(NC(=O)c2ccc3c(c2)CCN3S(=O)(=O)c2ccccc2)cc1	-4	9	x	36	-36	4	-1	2.5	-10	-6
Cc1nc2ccc(S(=O)(=O)NCC(=O)N3CCN(c4ccccc4)CC3)cc2s1	2	-9	-15	-6	6	4	x	0.4	-9	3
Cc1sc2nc(C(C)C)nc(SCC(=O)N3CCOCC3)c2c1C	-9	-7	12	x	x	1	-3	0.6	-11	0
COc1ccccc1OCCC(=O)OCC(=O)Nc1cc(S(=O)(=O)N2CCOCC2)ccc1Cl	-14	-13	-7	-6	6	-1	-1	0.9	3	7
O=C(COC(=O)CCC1CCCC1)Nc1ccc(Cl)cc1F	-5	-11	1	-12	12	3	x	0.3	-1	3
Cc1cc(=O)oc2cc(Oc3ccc([N+](=O)[O-])cc3[N+](=O)[O-])ccc12	2	-13	-10	10	-10	-1	21	0.6	-6	-2
O=C(NCc1cccs1)Nc1ccc(Cl)cc1	6	-8	-3	0	0	-6	0	-7.7	x	0
Fc1ccc(NC(=S)N/N=C/c2ccc(F)c(F)c2)c(F)c1	0	7	0	7	-7	2	x	0.7	x	0

Next section.
Molecule	dFosB act	PvdQ acylase	Rtt109 Vps75	SR-BI HDL uptake	SR-BI DiI-HDL act	HTR5A ag ctr	Wnt act	CDK5 inh	MITF TRPM1 HTS	RTF Ca sens act
CC(C)CC(=O)N1CCN(c2ccc([N+](=O)[O-])cc2Cl)CC1	2	-3	18	2	-2	2	-3	2.1	-1	-4
CC(C(=O)Nc1ccccc1Br)c1ccc([N+](=O)[O-])cc1 (stereo not drawn)	-1	1	13	-11	11	1	x	0.0	2	-3
Cn1ccnc1C(=O)c1cccc([N+](=O)[O-])c1	3	-4	-13	-15	15	1	-1	-0.1	5	-2
CCOC(=O)[C@@H]1[C@H]2COc3cc(OC)ccc3[C@H]2N2C(=O)N(c3ccc(C(F)(F)F)cc3)C(=O)[C@@]12C	2	-2	3	36	-36	8	-4	-1.9	-12	-1
CC(=O)Nc1ccc(S(=O)(=O)N2CCN(C(=O)C3COc4ccccc4O3)CC2)cc1 (stereo not drawn)	-5	-8	2	-16	16	2	0	0.1	-6	-2
O=C(Cn1nnc(-c2ccc(OCc3ccccc3F)cc2)n1)N1CCOCC1	-1	-22	-12	7	-7	2	x	-13	76	2
Cn1cc(CN2CCN(c3ccc(Cl)cn3)CC2)c(-c2ccccc2F)n1	3	1	27	x	x	5	3	-0.3	-18	-4
COC(=O)[C@@]1(Cc2ccccc2)[C@H]2C(=O)N(Cc3ccccc3)C(=O)[C@H]2[C@H]2CN(C)C(=NCc3ccccc3)N21	-4	-6	7	-30	30	0	-4	0.0	-2	-6
O=C(NCCN1CCOCC1)c1ccccc1-c1ccccc1	-4	1	3	-13	13	3	5	0.3	3	-5
CCOC(=O)C1(Cc2ccc(Cl)cc2)CCN(C(=O)C2CCCO2)CC1 (stereo not drawn)	-6	4	8	41	-41	-1	0	0.3	0	-1
Oc1ccc(/C=N/N2CCCCC2)cc1O	2	2	5	0	0	-2	-2	0.7	27	-2
CCOCCCNC(=O)C1CCN(C(=O)Nc2ccc(Cl)cc2)CC1	-11	-15	6	21	-21	1	0	-0.2	x	0
Clc1nn2cnnc2c2ccccc12	-5	-9	-9	-11	11	3	0	-0.9	x	2
CC1CCN(C(=O)COC(=O)C23CC4CC(CC(O)(C4)C2)C3)CC1	1	-7	-1	-20	20	6	1	-1.2	52	-3
O=C(c1ccc(S(=O)(=O)N2CCCCC2)cc1)c1nnc(-c2ccc(Cl)cc2)o1	-1	-9	6	-11	11	3	x	-0.3	-3	-3
Cc1ccc(C(=O)CSc2n[nH]c(-c3ccco3)n2)cc1C	-6	5	10	-12	12	-2	x	0.9	1	-1
COc1ccc(C(=O)NCCc2ccccc2F)cc1OC1CCN(C(C)=O)CC1	1	-17	1	14	x	3	3	-0.1	7	-1
COC(=O)[C@H](Cc1ccccc1)N1C/C=C\COc2c(Cl)cc(Cl)cc2S1(=O)=O	-11	-13	-3	13	-13	-1	-2	1.3	6	0
COc1ccc(NC(=O)C2=NN(c3ccccc3)C(=O)CC2)cn1	-4	-6	-5	6	-6	-1	-1	-0.9	-12	-3

Some of these compounds in order of their number in Rtt109 Vps75, smallest number first:
canonical_smiles	Rtt109 Vps75
COC(=O)[C@H](Cc1ccccc1)N1C/C=C\COc2c(Cl)cc(Cl)cc2S1(=O)=O	-3
Oc1ccc(/C=N/N2CCCCC2)cc1O	5
Cc1ccc(C(=O)CSc2n[nH]c(-c3ccco3)n2)cc1C	10
